# Assay outcomes (PubChem BioAssay)
# NSD2 inh – NSD2 (human) methyltransferase inhibition; inhibition, % at 12.5 µM; 44,000 tested, 0.07% active; O96028; NSD2-SET H3K36me1 DELFIA fluorescence, biochemical; AID 624260; in the data active means inhibition above about 54%, passing the limit was not always enough;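 further: inhibitors reduce the monomethyl H3K36 fluorescence signal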
# Target sequence (O96028 whole entry, looked up): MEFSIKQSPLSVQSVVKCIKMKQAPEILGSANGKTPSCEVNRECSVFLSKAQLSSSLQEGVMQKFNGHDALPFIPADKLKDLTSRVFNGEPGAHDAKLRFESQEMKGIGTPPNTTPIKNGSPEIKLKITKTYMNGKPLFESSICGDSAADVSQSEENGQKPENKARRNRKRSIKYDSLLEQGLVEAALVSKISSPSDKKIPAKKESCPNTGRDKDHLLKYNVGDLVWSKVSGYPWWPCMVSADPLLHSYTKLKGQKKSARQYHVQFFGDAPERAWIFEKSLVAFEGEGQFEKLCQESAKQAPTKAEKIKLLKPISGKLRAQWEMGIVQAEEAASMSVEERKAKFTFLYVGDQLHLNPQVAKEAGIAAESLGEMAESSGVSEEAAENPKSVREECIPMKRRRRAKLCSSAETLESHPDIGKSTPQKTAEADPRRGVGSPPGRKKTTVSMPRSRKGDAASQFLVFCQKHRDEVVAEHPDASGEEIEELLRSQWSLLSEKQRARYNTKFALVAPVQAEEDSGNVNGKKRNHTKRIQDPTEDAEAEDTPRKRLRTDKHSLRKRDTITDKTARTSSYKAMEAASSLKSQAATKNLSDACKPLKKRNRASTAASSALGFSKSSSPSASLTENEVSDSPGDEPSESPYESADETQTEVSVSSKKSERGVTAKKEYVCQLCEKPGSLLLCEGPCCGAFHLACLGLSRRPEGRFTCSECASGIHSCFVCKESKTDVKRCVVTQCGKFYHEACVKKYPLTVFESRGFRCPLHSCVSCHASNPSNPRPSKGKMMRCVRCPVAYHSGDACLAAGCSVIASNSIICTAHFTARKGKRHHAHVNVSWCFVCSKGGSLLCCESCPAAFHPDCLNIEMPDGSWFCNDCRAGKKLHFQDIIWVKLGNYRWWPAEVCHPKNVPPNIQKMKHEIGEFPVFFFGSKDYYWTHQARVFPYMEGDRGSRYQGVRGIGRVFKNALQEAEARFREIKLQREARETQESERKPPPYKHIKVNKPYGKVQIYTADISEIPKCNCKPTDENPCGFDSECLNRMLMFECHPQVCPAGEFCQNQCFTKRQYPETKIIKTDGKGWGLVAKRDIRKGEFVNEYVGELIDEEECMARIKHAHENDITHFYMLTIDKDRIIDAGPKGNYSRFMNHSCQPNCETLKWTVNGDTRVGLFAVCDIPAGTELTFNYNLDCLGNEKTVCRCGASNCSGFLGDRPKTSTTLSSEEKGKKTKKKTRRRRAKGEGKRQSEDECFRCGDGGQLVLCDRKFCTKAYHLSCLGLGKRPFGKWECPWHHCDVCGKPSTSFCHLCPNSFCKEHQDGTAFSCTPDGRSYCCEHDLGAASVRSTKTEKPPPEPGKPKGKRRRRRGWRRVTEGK
# An asterisk follows results filed as active.
SMILES	NSD2 inh
C[C@@H]1CCCCO[C@@H](CN(C)C(=O)Nc2ccc3c(c2)OCO3)[C@H](C)CN([C@H](C)CO)C(=O)c2cc(NS(=O)(=O)c3ccccc3)ccc2O1	0
O=C(N/N=C/c1ccc(Br)s1)c1ccccc1O	-1
C/C=C/c1cnc2c(c1)C(=O)N([C@H](C)CO)C[C@H](C)[C@H](CN(C)Cc1ccccc1F)O2	4
Cc1ccccc1-c1ccc2c(c1)O[C@@H](CN(C)C)[C@H](C)CN([C@@H](C)CO)S2(=O)=O	-3
C[C@H]1CCCCO[C@H](CN(C)C(=O)CCCN(C)C)[C@@H](C)CN([C@@H](C)CO)C(=O)c2cc(NS(C)(=O)=O)ccc2O1	0
Cc1noc(C)c1S(=O)(=O)Nc1ccc2c(c1)CC(=O)N([C@@H](C)CO)C[C@H](C)[C@H](CN(C)C(=O)Nc1ccc(F)cc1)O2	1
CN1/C(=C\C=C2\C(=O)Oc3ccccc3C2=O)C(C)(C)c2ccccc21	7
C[C@@H]1CCCCO[C@H](CN(C)S(=O)(=O)c2cn(C)cn2)[C@@H](C)CN([C@@H](C)CO)C(=O)c2cc(NC(=O)Nc3ccccc3)ccc2O1	4
CN/C(=C/[N+](=O)[O-])NCCSCc1csc(CN(C)C)n1	2
COc1ccc(NC(=O)N(C)C[C@@H]2Oc3ccc(NC(=O)Nc4c(C)noc4C)cc3CC(=O)N([C@@H](C)CO)C[C@@H]2C)cc1	3
C[C@@H]1CN([C@@H](C)CO)S(=O)(=O)c2ccc(C#CC3CCCC3)cc2O[C@H]1CN(C)C(=O)Cc1ccccc1	-2
O=C(C[C@@H]1C[C@H]2c3cc(NC(=O)c4ccc5c(c4)OCO5)ccc3O[C@H]2[C@H](CO)O1)NCc1ccc(Cl)cc1	-6
C[C@H]1CN([C@@H](C)CO)S(=O)(=O)c2ccc(C#CC(C)(C)O)cc2O[C@H]1CN(C)Cc1ccc(F)cc1	-58
Cc1ccc(S(=O)(=O)N(C)C[C@@H]2OCCCC[C@H](C)Oc3ccc(NC(=O)NC(C)C)cc3C(=O)N([C@@H](C)CO)C[C@H]2C)cc1	1
Cc1ccc(S[C@]2(C(=O)NC3CC3)CC(=O)N(C3CCCCC3)[C@@H]2c2ccc(CO)cc2I)cc1	-7
C[C@H]1CN([C@@H](C)CO)C(=O)Cc2cc(NC(=O)NC3CCCCC3)ccc2O[C@H]1CN(C)Cc1ccc(C(F)(F)F)cc1	-4
CC(C)CC#Cc1ccc2c(c1)O[C@H](CN(C)C(=O)Cc1ccccn1)[C@@H](C)CN([C@H](C)CO)S2(=O)=O	3
C[C@H](CO)N1C[C@H](C)[C@@H](CN(C)C)Oc2cc(-c3cccc(C(=O)N(C)C)c3)ccc2S1(=O)=O	4
C[C@@H]1CN([C@H](C)CO)C(=O)c2cc(NC(=O)c3ccncc3)ccc2O[C@@H](C)CCCCO[C@@H]1CN(C)S(=O)(=O)c1ccc(F)cc1	-1
C[C@H](CO)N1C[C@H](C)[C@@H](CN(C)C(=O)Nc2ccccc2)Oc2ccc(NC(=O)Cc3ccccc3)cc2C1=O	-2
C[C@H]1CN([C@@H](C)CO)C(=O)c2cc(NC(=O)Nc3ccccc3)ccc2O[C@@H]1CN(C)C(=O)Nc1ccc(F)cc1	4
C[C@H](CO)N1C[C@H](C)[C@@H](CN(C)Cc2ccc(C(F)(F)F)cc2)Oc2ccc(NC(=O)CCC(F)(F)F)cc2C1=O	-5
COc1ccc(S(=O)(=O)Nc2ccc3c(c2)C(=O)N([C@@H](C)CO)C[C@H](C)[C@@H](CN(C)Cc2ccc(C(F)(F)F)cc2)OCCCC[C@@H](C)O3)cc1	22
COc1ccc(S(=O)(=O)N(C)C[C@@H]2Oc3ccc(NS(=O)(=O)c4c(C)noc4C)cc3CC(=O)N([C@@H](C)CO)C[C@@H]2C)cc1	3
COc1ccc(-c2cnc3c(c2)C(=O)N([C@@H](C)CO)C[C@@H](C)[C@@H](CN(C)S(=O)(=O)c2ccc(OC)cc2)O3)cc1	-3
CCOc1c(O)ccc(C(c2c[nH]c3ccccc23)c2c[nH]c3ccccc23)c1[N+](=O)[O-]	-11
C[C@H]1CN([C@@H](C)CO)C(=O)Cc2cc(NC(=O)Nc3ccc(C(F)(F)F)cc3)ccc2O[C@@H]1CN(C)C(=O)NC1CCCCC1	8
Cc1ccc(S(=O)(=O)Nc2cccc3c2O[C@H](CN(C)C(=O)Nc2ccc(F)cc2)[C@@H](C)CN([C@H](C)CO)C3=O)cc1	-4
C[C@@H]1CN([C@H](C)CO)C(=O)c2cc(NC(=O)CCN3CCOCC3)ccc2O[C@@H]1CN(C)Cc1ccc(Cl)c(Cl)c1	0
C[C@@H]1CN([C@H](C)CO)C(=O)c2cc(NC(=O)Nc3ccc(F)cc3)ccc2O[C@H]1CN(C)Cc1ccccc1	1
COc1ccc(S(=O)(=O)Nc2ccc3c(c2)C(=O)N([C@@H](C)CO)C[C@@H](C)[C@H](CN(C)C(=O)c2ccccc2)OCCCC[C@@H](C)O3)cc1	1
C[C@@H]1CN([C@H](C)CO)C(=O)c2cc(NS(=O)(=O)c3ccccc3)ccc2O[C@@H](C)CCCCO[C@@H]1CN(C)C(=O)c1ccccc1	9
C[C@@H]1CCCCO[C@@H](CN(C)Cc2ccncc2)[C@H](C)CN([C@H](C)CO)C(=O)c2cc(NS(=O)(=O)c3ccccc3)ccc2O1	-1
C[C@H]1CN([C@@H](C)CO)C(=O)Cc2cc(NC(=O)Nc3ccc(F)cc3)ccc2O[C@H]1CN(C)Cc1ccc2c(c1)OCO2	-3
COCC(=O)Nc1ccc2c(c1)[C@H]1C[C@@H](CC(=O)N[C@@H](C)c3ccccc3)O[C@H](CO)[C@H]1O2	-9
CCCNC(=O)C[C@H]1C[C@H]2c3cc(NC(=O)NC4CCCCC4)ccc3O[C@H]2[C@@H](CO)O1	-2
C[C@H]1CN([C@@H](C)CO)C(=O)Cc2cc(NC(=O)Nc3ccc(C(F)(F)F)cc3)ccc2O[C@H]1CN(C)S(=O)(=O)c1cccs1	-9
C[C@@H]1CN([C@H](C)CO)S(=O)(=O)c2ccc(-c3ccccc3)cc2O[C@H]1CN(C)C(=O)c1ccc2c(c1)OCO2	0
Cc1noc(C)c1NC(=O)N(C)C[C@@H]1Oc2c(NC(=O)CCCCCC(=O)Nc3ccccc3N)cccc2C(=O)N([C@H](C)CO)C[C@@H]1C	7
C[C@H]1CN([C@@H](C)CO)C(=O)c2cc(NS(=O)(=O)c3ccccc3)ccc2O[C@H]1CN(C)S(=O)(=O)c1ccc(Cl)cc1	-5
C[C@@H]1CN([C@H](C)CO)C(=O)CCCn2nncc2CO[C@H]1CN(C)S(=O)(=O)c1ccc(-c2ccccc2)cc1	0
COc1ccc2c(OC)c3ccoc3nc2c1OC	1
NC(=S)Nc1ccccc1OC(F)(F)F	-9
C[C@H](CO)N1C[C@H](C)[C@@H](CN(C)Cc2ccncc2)Oc2ccc(NC(=O)CCN3CCOCC3)cc2C1=O	8
COc1ccc(S(=O)(=O)Nc2ccc3c(c2)C(=O)N([C@@H](C)CO)C[C@@H](C)[C@@H](CN(C)Cc2ccncc2)O3)cc1	-1
COc1cccc(NC(=O)N(C)C[C@H]2Oc3cc(C#CC4(O)CCCC4)ccc3S(=O)(=O)N([C@@H](C)CO)C[C@@H]2C)c1	-8
COC(=O)C[C@@H]1C=C[C@H](NS(=O)(=O)c2ccccc2F)[C@H](CO)O1	1
C[C@@H]1CN([C@H](C)CO)C(=O)c2cc(NC(=O)C3CC3)ccc2O[C@@H]1CN(C)Cc1ccc(Oc2ccccc2)cc1	5
CCC(=O)N(C)C[C@H]1Oc2cc(C#Cc3ccncc3)ccc2S(=O)(=O)N([C@H](C)CO)C[C@@H]1C	1
Cc1ccc(S(=O)(=O)N(C)C[C@H]2Oc3cc(Br)ccc3S(=O)(=O)N([C@@H](C)CO)C[C@@H]2C)cc1	2
CCC(=O)N(C)C[C@@H]1Oc2cc(C#Cc3ccccc3)ccc2S(=O)(=O)N([C@H](C)CO)C[C@@H]1C	0
C[C@H](CO)N1C[C@H](C)[C@H](CN(C)Cc2ccncc2)OCCCC[C@H](C)Oc2ccc(NS(C)(=O)=O)cc2C1=O	1
CC1(C)CC[C@]2(C(=O)O[C@@H]3O[C@H](CO)[C@@H](O)[C@H](O)[C@H]3O)CC[C@]3(C)C(=CCC4[C@@]5(C)C[C@@H](O)[C@H](O)[C@@](C)(COC(=O)c6cc(O)c(O)c(O)c6)C5[C@H](O)C[C@]43C)[C@@H]2C1 (stereo partly specified)	18
C[C@@H]1CCCCO[C@H](CN(C)S(=O)(=O)c2cccs2)[C@H](C)CN([C@@H](C)CO)C(=O)c2cc(N(C)C)ccc2O1	7
COc1ccc(NC(=O)Nc2ccc3c(c2)C(=O)N([C@H](C)CO)C[C@@H](C)[C@H](CN(C)C(=O)Nc2ccc4c(c2)OCO4)O3)cc1	-3
C[C@@H]1CCCCO[C@H](CN(C)Cc2ccccc2)[C@H](C)CN([C@@H](C)CO)C(=O)c2cc(NC(=O)Nc3cccc4ccccc34)ccc2O1	3
O=C(C1=C[C@@H](C2CC2)C[C@@H](OCCCCO)O1)N1CCOCC1	0
COC(=O)CCCCCCC(=O)N/N=C/c1ccccc1	1
CCCN(C)C[C@@H]1OCCCC[C@@H](C)Oc2ccc(NC(=O)Nc3ccc(OC)cc3)cc2C(=O)N([C@H](C)CO)C[C@@H]1C	15
C[C@H]1CN([C@@H](C)CO)C(=O)c2cc(-c3cccc(F)c3)cnc2O[C@H]1CN(C)S(C)(=O)=O	-1

# Reformatted: results already given.
C[C@@H]1CCCCO[C@H](CN(C)S(=O)(=O)c2cccs2)[C@H](C)CN([C@@H](C)CO)C(=O)c2cc(N(C)C)ccc2O1
- NSD2 inh: 7

CCCN(C)C[C@@H]1OCCCC[C@@H](C)Oc2ccc(NC(=O)Nc3ccc(OC)cc3)cc2C(=O)N([C@H](C)CO)C[C@@H]1C
- NSD2 inh: 15

O=C(C1=C[C@@H](C2CC2)C[C@@H](OCCCCO)O1)N1CCOCC1
- NSD2 inh: 0

CC1(C)CC[C@]2(C(=O)O[C@@H]3O[C@H](CO)[C@@H](O)[C@H](O)[C@H]3O)CC[C@]3(C)C(=CCC4[C@@]5(C)C[C@@H](O)[C@H](O)[C@@](C)(COC(=O)c6cc(O)c(O)c(O)c6)C5[C@H](O)C[C@]43C)[C@@H]2C1 (stereo partly specified)
- NSD2 inh: 18

# Other compounds.
SMILES	NSD2 inh
Cc1ccc(S(=O)(=O)N(C)C[C@@H]2OCCCC[C@@H](C)Oc3ccc(NC(=O)Nc4ccc5c(c4)OCO5)cc3C(=O)N([C@H](C)CO)C[C@@H]2C)cc1	-3
C[C@@H]1CN([C@H](C)CO)S(=O)(=O)c2ccc(C#CCC3CCCC3)cc2O[C@H]1CN(C)Cc1ccc(C(=O)O)cc1	5
C[C@@H]1CN([C@@H](C)CO)C(=O)c2cc(NS(C)(=O)=O)ccc2O[C@@H]1CN(C)Cc1ccc2c(c1)OCO2	-1
C[C@@H]1CN([C@H](C)CO)C(=O)c2cccc(N(C)C)c2O[C@@H]1CN(C)C	8
COc1ccc(NC(=O)Nc2ccc3c(c2)[C@@H]2C[C@@H](CC(=O)N4CCCCC4)O[C@@H](CO)[C@@H]2O3)cc1	-10
C[C@H]1CN([C@@H](C)CO)C(=O)Cc2cc(NC(=O)Cn3cnnn3)ccc2O[C@H]1CN(C)C(=O)Nc1ccccc1	0
CCCNC(=O)N(C)C[C@@H]1Oc2ncc(C#CC3CCCCC3)cc2C(=O)N([C@H](C)CO)C[C@@H]1C	2
C[C@@H]1CN([C@H](C)CO)C(=O)c2cc(NC(=O)Cn3cnnn3)ccc2O[C@H]1CN(C)C(=O)Nc1ccccc1	2
O=C(OCCN1CCCCC1)c1cccc(COc2ccc3ccccc3c2)c1	17
COCCNC(=O)C[C@H]1C[C@H]2c3cc(NC(=O)NC4CCCC4)ccc3O[C@H]2[C@@H](CO)O1	1
C[C@@H]1CN([C@@H](C)CO)C(=O)c2cc(NC(=O)Nc3ccc4c(c3)OCO4)ccc2O[C@@H]1CN(C)S(=O)(=O)c1ccccc1	-10
Cc1ccc(S(=O)(=O)Nc2ccc3c(c2)C(=O)N([C@H](C)CO)C[C@H](C)[C@@H](CN(C)C(=O)Nc2ccc4c(c2)OCO4)OCCCC[C@H](C)O3)cc1	4
COc1ccc(NC(=O)Nc2ccc3c(c2)CC(=O)N([C@@H](C)CO)C[C@H](C)[C@@H](CN(C)C(=O)Nc2ccc4c(c2)OCO4)O3)cc1	1
C[C@H]1CN([C@@H](C)CO)C(=O)c2cc(C#Cc3cccc(F)c3)cnc2O[C@H]1CN(C)C(=O)C1CCOCC1	-2
Cc1nnc(Sc2ccc(/C=N/NC(=O)CCCCCCC(=O)Nc3ccccc3O)o2)n1C	6
C[C@@H]1CCCCO[C@H](CN(C)Cc2ccncc2)[C@H](C)CN([C@H](C)CO)C(=O)c2cc(N(C)C)ccc2O1	1
O=C(Nc1ccc(F)cc1)Nc1ccc2c(c1)[C@@H]1C[C@@H](CC(=O)N3CCOCC3)O[C@@H](CO)[C@@H]1O2	-12
C[C@@H]1CN([C@@H](C)CO)C(=O)c2cc(NC(=O)C3CCCCC3)ccc2O[C@@H](C)CCCCO[C@H]1CN(C)S(=O)(=O)c1cn(C)cn1	-10
O=C(NCc1ccccn1)c1cc(-c2ccccc2)on1	5
Cc1nc(-c2c(C(=O)NN)noc2C)cs1	-2
C[C@@H]1CCCCO[C@H](CN(C)C(=O)CCC(F)(F)F)[C@@H](C)CN([C@@H](C)CO)C(=O)c2cc(NS(=O)(=O)c3ccccc3)ccc2O1	-20
C[C@H](CO)N1C[C@H](C)[C@H](CN(C)C)Oc2ncc(-c3ccc(C(=O)N(C)C)cc3)cc2C1=O	-4

# The list is partial; count on the stated rates, not on these rows.
